# Bioassay records as filed in PubChem BioAssay.
# Mtb FBA inh – inhibits M. tuberculosis FBA enzyme | P9WQA3 | purified M. tuberculosis FBA, fluorescence read-out | inhibition, % at 1 µM | 360,000 compounds, 2.3% hits | AID 588726; in the data active means inhibition above about 27%;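 further: 0% = vehicle and 100% = reference inhibitor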
# Target sequence (P9WQA3 whole entry, looked up): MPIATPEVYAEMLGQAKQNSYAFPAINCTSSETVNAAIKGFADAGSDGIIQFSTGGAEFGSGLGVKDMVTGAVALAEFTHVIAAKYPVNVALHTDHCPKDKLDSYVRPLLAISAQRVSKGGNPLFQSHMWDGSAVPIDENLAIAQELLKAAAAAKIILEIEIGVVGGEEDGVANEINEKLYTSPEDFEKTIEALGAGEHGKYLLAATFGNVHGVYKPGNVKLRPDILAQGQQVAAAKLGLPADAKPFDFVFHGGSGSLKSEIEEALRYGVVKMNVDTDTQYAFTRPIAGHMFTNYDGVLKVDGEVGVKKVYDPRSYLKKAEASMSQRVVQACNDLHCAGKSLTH
# VHR inh abs – blocks human VHR1 dual specificity phosphatase; P51452; 290,000 compounds, 0.52% hits; inhibition, % at 13.3 µM; AID 1654; recombinant VHR phosphatase, pNPP absorbance; in the data active means inhibition above about 50%; further: some compounds called inactive have numbers as strong as hits
# Target sequence (P51452 whole entry, looked up): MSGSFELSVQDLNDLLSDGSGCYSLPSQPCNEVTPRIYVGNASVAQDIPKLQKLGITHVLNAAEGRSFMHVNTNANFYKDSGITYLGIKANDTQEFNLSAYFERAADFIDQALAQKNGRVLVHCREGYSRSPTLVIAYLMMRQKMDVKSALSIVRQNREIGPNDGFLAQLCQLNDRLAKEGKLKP
# PriA SSB inh – inhibitors of Klebsiella pneumoniae PriA binding to SSB C-terminal tail | AlphaScreen SSBct-PriA binding, biotinylated peptide | inhibition, % at 33 µM | 430,000 compounds, 0.6% hits | AID 1272365; in the data active means inhibition mostly above about 37%, no sharp cut-off; inactive means mostly below about 20%;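 further: plate controls were negative control peptide for no effect and reference peptide for full effect; strong numbers were not always called active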
# BioA inh – inhibitors of Mycobacterium tuberculosis BioA enzyme. purified M. tuberculosis BioA enzyme, plate reader. AID 602481. inhibition, % at 9.99 µM. 360,000 compounds, 0.096% hits; in the data active means inhibition above about 40%
# Rv3671c protease – inhibitors of M. tuberculosis serine protease Rv3671c; P9WHR9; inhibition, % at 5.96 µM; 320,000 compounds, 0.048% hits; in the data active means inhibition above about 38%;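 further: extracellular domain of Rv3671c used as enzyme; 0% = enzyme with DMSO and 100% = no enzyme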
# MazEF act – MazEF (E. coli) toxin RNase activation | P0AE70 | FAM/BHQ RNA-DNA oligo cleavage fluorescence, 5 h | activation, % at 20 µM | 350,000 compounds, 0.32% hits; in the data active means activation above about 50%
# Target sequence (P0AE70 whole entry, looked up): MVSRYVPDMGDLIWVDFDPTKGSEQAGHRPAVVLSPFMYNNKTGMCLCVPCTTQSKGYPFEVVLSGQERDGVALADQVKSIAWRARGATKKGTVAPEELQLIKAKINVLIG
# UGM FP inh – Mtb UDP-galactopyranose mutase inhibition; P9WIQ1; purified UGM, fluorescence polarization probe displacement; inhibition, % at 10 µM; 320,000 compounds, 0.06% hits; in the data active means inhibition above about 10%, passing the limit was not always enough
# Target sequence (P9WIQ1 whole entry, looked up): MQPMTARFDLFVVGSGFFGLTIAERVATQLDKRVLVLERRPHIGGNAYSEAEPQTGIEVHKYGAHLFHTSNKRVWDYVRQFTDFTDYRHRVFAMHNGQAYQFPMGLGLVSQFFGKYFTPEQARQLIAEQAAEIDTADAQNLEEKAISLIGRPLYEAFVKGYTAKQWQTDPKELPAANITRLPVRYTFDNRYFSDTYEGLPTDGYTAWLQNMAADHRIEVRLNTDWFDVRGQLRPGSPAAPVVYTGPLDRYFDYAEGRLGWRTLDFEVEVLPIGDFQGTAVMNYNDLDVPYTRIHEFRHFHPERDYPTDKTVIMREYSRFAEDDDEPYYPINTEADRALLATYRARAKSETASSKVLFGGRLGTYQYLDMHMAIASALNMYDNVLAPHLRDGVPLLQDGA
# SARS 3CLpro inh – SARS-CoV 3CLpro protease inhibition. 290,000 compounds, 0.14% hits. recombinant SARS-CoV 3CLpro, quenched FRET peptide cleavage. inhibition, % at 6 µM. P0C6X7. AID 1706; in the data active means inhibition above about 12%
# GDH-TPI inh – inhibits GDH-TPI coupling enzymes, artifact for Mtb FBA screen | GDH-TPI coupled enzyme counterscreen, NADH absorbance | inhibition, % at 4.8 µM | 360,000 compounds, 1.2% hits | AID 588335; in the data active means inhibition above about 30%;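 further: 0% = DMSO wells and 100% = wells lacking the enzyme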
# Vc quorum ag – inducers of Vibrio cholerae quorum light production without autoinducers; V. cholerae BH1578 lux reporter, luminescence, 6 h; AID 588436; 350,000 compounds, 0.16% hits; activation, % at 18.7 µM; in the data active means activation mostly above about 9.7%, no sharp cut-off; further: not every result past the cut was called active; inactives centre near 0; reference of the scale not given here
# An asterisk follows results filed as active; i = inactive; · = not tested or not shown; & = joins results of further samples.
entry	SMILES	Mtb FBA inh	VHR inh abs	PriA SSB inh	BioA inh	Rv3671c protease	MazEF act	UGM FP inh	SARS 3CLpro inh	GDH-TPI inh	Vc quorum ag
1	c1ccc(-c2[nH]c(-c3ccccc3)[n+](CC3CO3)c2-c2ccccc2)cc1 (centres undefined)	6	-5	8	·	-3	-1	-0.6	-5	-1	-0.1
2	Cc1ccc2c(C)nc(Nc3nc(CSc4nc5ccccc5[nH]4)cc(=O)[nH]3)nc2c1	1	28	-2	-0.7	-11	-98	-2.0	3	2	-0.5
3	CCOC(=O)C1CCCN(C(=O)c2cccs2)C1 (centres undefined)	4	-9	-13	0.2	1	2	-2.2	5	2	5.7
4	O=C(OCC(=O)N1CCOCC1)c1cccc(S(=O)(=O)Nc2ccc(F)cc2)c1	3	·	-8	1.0	1	10	-4.3	·	0	i
5	O=c1c(=O)n2c(nn1Cc1ccc(F)cc1)sc1ccccc12	2	22	-8	0.1	2	6	0.1	-1	-3	-0.3
6	COc1ccc(-c2noc(C3CCCN(C(=O)Nc4ccccc4F)C3)n2)cc1 (centres undefined)	0	34	-11	·	-8	-2	-0.5	7	-2	-0.3
7	COc1ccccc1NC(=O)CSc1nnc(-c2ccncc2)o1	-7	-10	-11	·	7	1	-0.9	4	8	-0.3
8	CC(C)CCNc1nc(-c2ccco2)c2c(c1C#N)CCCC2	27	59*	12	0.2	-4	-9	-1.7	-1	17	i

# Brought forward from above: 2 entries; new compounds follow.
entry	SMILES	Mtb FBA inh	VHR inh abs	PriA SSB inh	BioA inh	Rv3671c protease	MazEF act	UGM FP inh	SARS 3CLpro inh	GDH-TPI inh	Vc quorum ag
7	COc1ccccc1NC(=O)CSc1nnc(-c2ccncc2)o1	-7	-10	-11	·	7	1	-0.9	4	8	-0.3
8	CC(C)CCNc1nc(-c2ccco2)c2c(c1C#N)CCCC2	27	59*	12	0.2	-4	-9	-1.7	-1	17	i
9	COc1ccc(C(=O)N/N=C\C(C)=C\c2ccccc2)cc1OC	-6	·	·	5.4	-4	-2	3.9	·	51*	-0.2
10	COc1ccc(CCNC(=O)c2cccc(S(=O)(=O)N3CCCCC3)c2)cc1	-2	14	-6	1.1	3	12	1.9	2	6	-0.2
11	CCCCCCOc1ccc(CN2CCN(CCO)CC2)cc1	0	8	-6	-1.8	0	-1	-1.5	3	5	i
12	Cc1ccc(NC(=O)COC(=O)C2(CC(=O)NC(C)C)CCCC2)cc1C	2	·	4	-1.4	-6	-7	-1.0	·	7	i
13	Cc1ccc(S(=O)(=O)N/N=C\c2ccccc2OCc2ccccc2)cc1	0	14	·	0.8	-26	-7	2.0	5	10	-0.4
14	Cc1cc(C)c(-c2csc(NC(=O)c3n[nH]c(=O)c4ccccc34)n2)c(C)c1	3	8	-1	·	-6	-20	-3.2	2	5	-0.2
15	CN(C(=O)COC(=O)COc1ccc(Cl)cc1)C1CCCCC1	1	6	-7	·	2	-1	0.6	7	-2	i
16	Cc1ccc(C23CC4CC(CC(CN)(C4)C2)C3)cc1	-2	26	4&7	·	·	15	·	-5	-3	i

# Three compounds from above, reduced to VHR inh abs and BioA inh:
no. | mol | VHR inh abs | BioA inh
13 | Cc1ccc(S(=O)(=O)N/N=C\c2ccccc2OCc2ccccc2)cc1 | 14 | 0.8
11 | CCCCCCOc1ccc(CN2CCN(CCO)CC2)cc1 | 8 | -1.8
15 | CN(C(=O)COC(=O)COc1ccc(Cl)cc1)C1CCCCC1 | 6 | ·

# The list goes on.
entry	SMILES	Mtb FBA inh	VHR inh abs	PriA SSB inh	BioA inh	Rv3671c protease	MazEF act	UGM FP inh	SARS 3CLpro inh	GDH-TPI inh	Vc quorum ag
17	COc1ccc(C(CCN2CCOCC2)c2c(OC)cc(OC)c3c(-c4ccccc4)cc(=O)oc23)cc1 (centres undefined)	4	·	-2	-0.8	·	9	·	·	16	-3.1
18	CC(=O)Nc1ccc(-c2nnc(SCc3ccc(C)cc3)n2C)cc1	-2	20	-1	-1.3	-12	-1	-0.7	0	0	-0.3
19	COc1ccc2oc(=O)c(-c3ccccc3C(=O)N3CCOCC3)cc2c1	17	-7	-10	-0.7	0	1	-2.4	5	10	-0.6
20	O=C(CSc1nnc(-c2cccnc2)o1)NNC(=O)c1ccc(Br)cc1	-1	6	0	·	11	9	-0.3	-4	5	i
21	COc1ccc(NC(=O)N(Cc2cccnc2)Cc2ccccc2Cl)c(OC)c1	-1	·	11	2.8	-1	2	·	0	1	-0.3
22	COC(=O)[C@@]12CCCN1[C@H](c1ccc(-c3ccc(OC)cc3)c(OC)c1)[C@@H]1C(=O)N(C)C(=O)[C@@H]12	29*	·	20	-1.7	-8	9	-2.7	·	11	0.1
23	CN(C)CC(=O)Nc1ccc2c(c1)[C@H]1C[C@H](CC(=O)NCc3ccc4c(c3)OCO4)O[C@H](CO)[C@H]1O2	2	·	·	-0.2&-0.5	·	8	·	·	8	i
24	CCCCNS(=O)(=O)c1ccc(NC(=O)c2cccs2)cc1	4	-6	-15	-0.3	-5	-6	-0.3	2	3	-2.0
25	Cc1ccc(C)c(NC(=O)COC(=O)CSc2ccccc2)c1	-4	·	0	-2.2	-5	5	1.1	·	0	-3.4
26	CCN(CC)C(=O)CC(c1ccc(N(C)C)cc1)c1c(OC)cc(OC)c2ccc(=O)oc12 (centres undefined)	3	18	13	-1.1	3	7	0.9	·	16	i
27	O=C(CNS(=O)(=O)c1ccc(Br)s1)NCc1ccccc1	1	5	-3	-2.1	6	1	-3.4	0	7	-0.3
28	O=S1c2ccccc2-c2ccccc21	1	·	·	-0.2	·	4	·	·	-1	-1.1
29	C(=NN1CCCCCC1)c1cccc2ccccc12	0	·	-6	-2.2	·	4	·	·	15	3.3
30	COc1ccc(/C=N/n2c(C3CCCCC3)n[nH]c2=S)c(OC)c1	5	-8	·	3.9	-2	2	-1.8	3	10	i
31	Cc1cccc(N2CCN(C(=O)CCNC(=O)Cn3ccc4ccccc4c3=O)CC2)c1C	0	18	5	-0.6	-1	3	2.5	3	12	i
32	O=C(/C(=C/c1ccc(Cl)cc1)c1nc2ccccc2[nH]1)c1cccs1	-1	6	-5	·	-55	1	2.4	2	32*	-0.9
33	COC(=O)Nc1ccc(S(=O)(=O)NC2CCS(=O)(=O)C2)cc1 (centres undefined)	0	4	-3	-1.5	0	3	-0.4	3	25	0.1
34	Cc1noc(C)c1COc1ccccc1C(=O)NNC(=O)c1ccccc1F	1	·	-5	-1.9	0	4	-1.0	·	8	i
35	COCCn1c(C)cc(/C=C2/NC(=O)N(Cc3ccc(C)cc3)C2=O)c1C	5	8	-7	·	-5	-3	-1.0	4	10	0.2
36	O=C(CSC1=NC2(CCCCC2)N=C1c1ccccc1)Nc1ccc2c(c1)OCCO2	4	0	-11	-2.2	-2	-2	-0.8	-1	12	-0.2
37	O=C1NC(=S)N(C(=O)c2ccc(F)cc2)/C1=C/c1ccccc1	-2	3	-3	·	-11	-7	1.9	3	30	-3.0
38	CN(CC1COc2ccccc2O1)C(=O)CCNS(=O)(=O)c1ccc(F)c(Cl)c1 (centres undefined)	-4	·	·	0.2	·	0	·	·	5	-0.3
39	CCOC(=O)c1c(NC(=O)c2ccccc2)sc2c1CCc1ccccc1-2	-2	-11	-10	-0.9	-3	2	1.9	-3	4	-0.5
40	CCn1c(SCC(=O)Nc2ccc(OC)cc2)nc2c(c1=O)SCC2	1	1	-6	1.0	5	3	2.2	-1	25	i
41	Cc1cc(Nc2cccc(C)c2C)n2nc(C)nc2n1	4	19	-5	-0.2	0	1	0.2	7	0	0.2
42	CC(C)CCC1(C)NC(=O)N(CC(=O)NCC(=O)Nc2ccc(F)c(F)c2F)C1=O (centres undefined)	0	·	6	-1.6	2	4	-1.6	·	-5	i
43	Cn1c(N)c(C(=O)COC(=O)CSc2cccc3cccc(Cl)c23)c(=O)n(C)c1=O	-2	15	-5	·	-7	5	3.0	-3	9	-1.0
44	CCN1C[C@@H]2[C@@H]3C(=O)N(C)C(=O)[C@@H]3[C@](C)(C1=O)N2C(=O)c1ccccc1	3	·	-9	0.0	·	1	·	·	0	i
45	CCc1ccc(CN2CCC(n3nccc3NC(=O)c3ccccc3OC)CC2)o1	-1	·	·	3.4	·	-2	·	·	6	i
46	COc1ccc(-c2ccc3c(N)c(C(=O)c4cccc(OC)c4)sc3n2)cc1	7	7	-5	-0.5	-18	-5	0.1	1	15	i
47	Cc1cc(NC(=O)C2CC(=O)N(c3ccc(Cl)cc3)C2)no1 (centres undefined)	2	43	-5	2.4	-3	8	-0.9	-2	9	0.0
48	COc1ccc(C(=O)Nc2ccc3oc(-c4cccc(F)c4)nc3c2)cc1OC	6	38	-365	-1.4	-2	1	0.9	·	14	-0.3
49	Cc1ccccc1-c1nnc(NC(=O)c2ccc(N3C(=O)CCC3=O)cc2)s1	4	-4	1	-2.2	0	6	-2.3	3	33*	-1.0
50	COc1ccc(C)cc1Nc1n[n+](-c2ccccc2)c(-c2c(Cl)cccc2Cl)s1	·	13	39*	·	0	6	1.2	2	·	·
51	Cc1ccc(NC(=O)CCN2C(=O)c3ccccc3S2(=O)=O)cc1C	-1	·	-9	-1.2	-1	3	0.1	·	2	-1.0
52	CCOCCCNC(=O)c1ccc(Cn2c(=S)[nH]c3c([nH]c4ccc(OC)cc43)c2=O)cc1	15	-12	-14	·	-11	-20	4.3	-3	10	0.3
53	O=C(Nn1cnc2ccccc2c1=O)c1cccc(Cl)c1	2	9	-19	·	-2	7	-1.4	1	0	i
54	Cn1cnnc1SCc1ccc(C(=O)N/N=C(/CCC(=O)O)c2ccc(C(C)(C)C)cc2)cc1	6	·	i	1.0	·	-2	·	·	4	i
55	CCNC(=O)NC(=O)CSc1nc2ccccc2n1CCOC	0	6	-4	-0.5	2	1	-2.0	3	6	4.2
56	COc1cc(C(=O)c2nccc3cc(OC)c(OC)cc23)c([N+](=O)[O-])cc1OC	-2	-10	11	·	-117	4	-0.5	0	38*	1.5
57	CN(C)/C=C/C(=O)c1ccc(F)cc1F	-1	18	-4	·	-2	-17	1.7	7	21	i
58	Cc1cc(OCc2ccc(C(=O)Nc3ccc(C(=O)O)cc3)o2)ccc1Cl	2	23	-8	11	-13	-2	1.7	1	-2	i
59	Cc1c(-n2c(SCC(=O)O)nnc2-c2ccccc2Cl)c(=O)n(-c2ccccc2)n1C	-1	3	-3	0.5	-1	6	-1.2	-2	4	-2.9
60	O=C(/C=C/Nc1cccc(C(F)(F)F)c1)c1ccco1	0	13	-2	·	-1	3	1.3	0	7	-0.5
61	CC(NCCOc1ccccc1F)C(=O)Nc1ccc(S(N)(=O)=O)cc1 (centres undefined)	-1	10	2	-0.2	-3	6	0.3	3	5	1.2
62	COc1ccc(C2N(c3cc(C)on3)C(=O)C3CCCN32)cc1 (centres undefined)	-2	26	-9	·	-9	0	-0.4	2	6	-0.1
63	CCCn1nc(NC(=O)c2ccco2)c2cc3cc(C)ccc3nc21	14	-18	-46	-1.4	-1	8	0.4	-2	5	-0.6
64	CC(=O)C1=C(C)Nc2ncnn2C1c1ccc(F)cc1 (centres undefined)	0	6	11	-0.1	1	-15	0.1	3	16	i
65	Cc1cc(S(=O)(=O)NC(C)c2nnc3ccccn23)ccc1Br (centres undefined)	0	·	4	-1.2	4	12	0.2	·	-5	i
66	CS(=O)(=O)c1ccc(C2=C(CNC(=O)c3cccs3)[C@H]3CC[C@@H](C2)N3CCOc2ccccc2)cc1	0	·	·	-1.6	·	7	·	·	-2	i
67	CC1CCC(NC(=O)CSc2nnnn2C)CC1 (centres undefined)	-4	·	-2	-0.5	4	-1	-0.8	·	6	i
68	CC(C)(C)NC(=O)CSc1nnc(NC(=O)c2ccccc2Cl)s1	2	7	-6	·	-3	-16	-1.2	1	4	i
69	COc1ccccc1/C=C(/C(=O)OCC(=O)N(C)Cc1ccccc1)c1ccccc1	0	13	-19	·	-15	-6	-3.2	3	7	i
70	CCS(=O)(=O)N1CCC(C(=O)Oc2ccccc2OC)CC1	-1	-32	1	-1.2	0	2	-1.8	-5	6	-1.1
71	Cc1cc(C(=O)CSc2nnnn2C)c(C)n1CCc1ccc(F)cc1	4	12	-24	-0.8	5	-1	-0.6	-1	1	-3.2

# The list is partial; count on the stated rates, not on these rows.
